BRCT inh green: inhibitors of human BRCA1 BRCT-phosphoprotein interaction (green fluorophore) | 75,000 compounds, 0.05% hits | Potency, µM (series often up to 76.9 µM), for the others: at the highest dose activity change, negative = inhibition, usual class: inhibitors | BRCA1 BRCT-phosphopeptide binding, green fluorescence polarization;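 note: potency is the fitted concentration of half-maximal effect; plate controls were peptide without protein for full effect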
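Compounds were incubated for 12 min at room temperature with a complex of 100 nM fluorescein-tagged pBACH1 decapeptide and 250 nM His-tagged BRCT protein. Buffer was phosphate pH 7.3 with EDTA, DTT and Tween 20. Disruption of binding lowers the polarization signal.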
USP2a inh: blocks human ubiquitin-specific protease USP2a; USP2a enzymatic assay, qHTS inhibition; Potency, µM (titrated, usually from 38.3 µM), without a hit: top-dose activity change, negative = inhibition, actives largely listed as inhibitors; 60,000 compounds, 0.1% hits; AID 927;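 note: potency is the fitted concentration of half-maximal effect; nearly all actives have a fitted effect of over 60% in size; plate controls were DMSO for no effect and NEM full inhibition control for full effect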
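USP2 core (20nM final) preincubated 30 min RT with compound, then Ub-PLA2 20nM and NBD C6-HPC 20uM final added; buffer 20mM Tris-HCl pH 8.0, 2mM CaCl2. Fluorescence Ex 460/Em 535 read at 0 and 2.5 h; normalized to NEM.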
Caspase-7 inhib: allosteric or competitive inhibitors of human caspase-7. P55210. recombinant caspase-7, Ac-DEVD-AFC fluorescence rate. Potency, µM (series often up to 57.5 µM), for inactives: at the highest dose activity change, negative = inhibition, usual class: inhibitors. 75,000 compounds, 0.02% hits; active = well fitted inhibition curve with a large enough effect in the main read-out, with a control signal flat, not every such curve was filed as active; inconclusive = small, poorly fitted or top-dose-only effect, or a change in a side signal; note: potency is the fitted concentration of half-maximal effect; % of control where 0% means no effect
Target sequence (P55210 24-198 limits assumed): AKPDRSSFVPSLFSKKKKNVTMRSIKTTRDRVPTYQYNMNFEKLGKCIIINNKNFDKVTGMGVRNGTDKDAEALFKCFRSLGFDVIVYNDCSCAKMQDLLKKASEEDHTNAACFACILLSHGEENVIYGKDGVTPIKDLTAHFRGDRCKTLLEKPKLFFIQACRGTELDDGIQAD
Target sequence (P55210 207-303 limits assumed): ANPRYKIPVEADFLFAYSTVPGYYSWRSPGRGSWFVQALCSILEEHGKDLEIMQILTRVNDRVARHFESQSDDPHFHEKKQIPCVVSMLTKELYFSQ
HADH2 inhib: inhibitors of human HADH2 dehydrogenase; Q99714; recombinant HADH2, NADH fluorescence, beta-hydroxybutyryl-CoA; Potency, µM (series often up to 57.1 µM), inactives show top-dose activity change, negative = inhibition, usual class: inhibitors; 73,000 compounds, 3.4% hits; AID 886; note: potency is the fitted concentration of half-maximal effect; % is set by controls: 0 for no effect and ±100 for the full control effect; nearly all actives have a fitted effect of over 60% in size; many of its hits are not listed in these tables
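E. coli-expressed His-tagged HADH2 tested at 20 nM in alkaline Tris buffer (pH 9.0); oxidation of 90 uM beta-hydroxybutyryl-CoA with 1 mM NAD+ tracked fluorimetrically for 4 min.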
Rhodamine fluor: compound fluoresces in the rhodamine spectral region | max dye-equivalent concentration, M | Rhodamine-region fluorescence, 547/598 nm, Tris buffer; stronger effect = higher value | AID 594 | 59,000 compounds, 0.05% hits; in the data active = max dye-equivalent concentration above about 11 nM; inconclusive = between about 1.1 nM and that limit
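A six-point rhodamine series on each plate calibrates the signal. Compounds sit in 100 mM Tris (pH 8.0) for 15 min at ambient temperature before imaging through 547 nm/598 nm filters.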
Pol III holo inh: DNA polymerase III holoenzyme inhibition; 71,000 compounds, 0.25% hits; Potency, µM (top dose mostly 57.1 µM), for the others: at the top dose activity change, negative = inhibition; reconstituted DNA polymerase III holoenzyme replication, biochemical; note: potency is the fitted concentration of half-maximal effect; % is set by controls: 0 for no effect and ±100 for the full control effect
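Reconstituted *E. coli* holoenzyme (0.35 nM Pol III, 1 nM beta, 154 nM SSB, 2 nM primase) was preincubated with compound for 15 min at RT. Synthesis on 1.4 nM ssM13Gori ran 35 min, then was stopped with PicoGreen/EDTA and read as dsDNA fluorescence.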
Casp1 inh: allosteric or competitive inhibitors of human caspase-1 | P29466 | 75,000 compounds, 0.03% hits | Caspase-1 enzyme, Ac-WEHD-AFC fluorogenic rate | Potency, µM (doses to about 57.5 µM), for the others: top-dose activity change, negative = inhibition, hits mostly inhibitors;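 note: potency is the fitted concentration of half-maximal effect; plate controls were vehicle for no effect and no substrate for full effect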
HEK293 cAMP ctrl: raises cAMP in parental HEK293 cells, TSHR agonist counter-screen; parental HEK293 CNG cAMP sensor, membrane potential fluorescence; Potency, µM (doses to about 57.1 µM), without a hit: top-dose activation, most hits filed as activators; 73,000 compounds, 2.5% hits; note: potency is the fitted concentration of half-maximal effect; % of control where 0% means no effect; nearly all actives have a fitted effect of over 55% in size
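Parental HEK 293 cells stably expressing a modified CNG channel (no TSHR) report cAMP rise as membrane depolarization. Membrane potential dye with 100 uM RO 20-1724 was loaded for 60 min at room temperature, then compound added for 30 min; fluorescence read at 590 nm.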
Tau filament bind: binders of human tau filaments. recombinant tau filaments, thioflavin S fluorescence, 15 h; filaments grown with octadecylsulfate alongside compound. Potency, µM (titrated, usually from 57.1 µM), without a hit: at the top dose activity change, negative = inhibition. 71,000 compounds, 2% hits. AID 596;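 note: potency is the fitted concentration of half-maximal effect; % is set by controls: 0 for no effect and ±100 for the full control effect; actives lower thioflavin S fluorescence by blocking filaments or displacing dye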
Target sequence (P10636 whole entry, looked up): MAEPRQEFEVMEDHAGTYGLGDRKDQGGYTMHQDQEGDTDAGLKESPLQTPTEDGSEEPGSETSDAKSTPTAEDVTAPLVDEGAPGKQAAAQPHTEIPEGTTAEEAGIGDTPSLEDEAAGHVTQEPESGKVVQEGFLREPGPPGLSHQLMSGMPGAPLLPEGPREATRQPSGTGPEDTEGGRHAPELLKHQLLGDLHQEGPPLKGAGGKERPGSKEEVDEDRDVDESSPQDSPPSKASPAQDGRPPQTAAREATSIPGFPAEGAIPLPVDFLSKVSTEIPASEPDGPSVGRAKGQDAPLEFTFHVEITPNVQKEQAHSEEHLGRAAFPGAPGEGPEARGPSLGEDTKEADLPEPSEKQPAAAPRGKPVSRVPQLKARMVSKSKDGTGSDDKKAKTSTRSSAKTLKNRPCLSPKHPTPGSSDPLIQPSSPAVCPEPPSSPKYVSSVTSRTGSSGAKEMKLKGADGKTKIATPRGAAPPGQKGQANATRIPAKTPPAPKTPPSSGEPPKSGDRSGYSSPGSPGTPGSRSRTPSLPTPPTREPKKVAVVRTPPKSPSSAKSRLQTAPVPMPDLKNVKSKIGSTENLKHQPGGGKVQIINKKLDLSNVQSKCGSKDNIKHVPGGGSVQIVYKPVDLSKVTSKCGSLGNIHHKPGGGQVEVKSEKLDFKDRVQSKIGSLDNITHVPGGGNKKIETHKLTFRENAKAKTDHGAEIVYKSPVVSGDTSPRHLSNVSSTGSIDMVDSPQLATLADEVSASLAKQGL
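Recombinant tau protein (human, 1 uM final) plus 30 uM ODS in HEPES pH 7.4 with NaCl, DTT and thioflavine S. Compound present from the start; fluorescence at 510 nm after 15 h, 37 C.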
ALOX15 inhib: inhibitors of human 15-lipoxygenase (ALOX15) | purified 15hLO-1, xylenol orange hydroperoxide absorbance | Potency, µM (series often up to 57.1 µM), without a hit: at the highest dose activity change, negative = inhibition, actives largely listed as inhibitors | 74,000 compounds, 1.4% hits | AID 887; note: potency is the fitted concentration of half-maximal effect; % is set by controls: 0 for no effect and ±100 for the full control effect; nearly all actives have a fitted effect of over 55% in size
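Readout: Fe(III)-xylenol orange absorbance, 573-to-405 nm ratio as reaction progress. Enzyme 40 nM purified human 15hLO-1, substrate 50 uM arachidonic acid, 6 min RT after 15 min compound preincubation; Hepes pH 7.5 buffer with Triton X-100.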
BRCT inh red: BRCT-phosphoprotein interaction inhibition (red fluorophore). 75,000 compounds, 0.03% hits. Potency, µM (highest dose often 76.9 µM), without a hit: at the top dose activity change, negative = inhibition, usual class: inhibitors. BRCT-phosphopeptide binding, red fluorescence polarization. P38398. AID 892; note: % is set by controls: 0 for no effect and ±100 for the full control effect
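Rhodamine-labelled pBACH1 10-mer (100 nM) bound to BRCT domain (100 nM) at pH 7.3; compounds incubated 12 min room temperature, polarization read. Free peptide defines full inhibition; unlabelled decapeptide titrated as control.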
* marks the source's active call; other numbers are inactive results; i = inactive; ? = inconclusive; nt = no result given; [ ] = remark or other dose. Unless noted, calls come from the whole dose curve; as a rule, active = well fitted curve in the direction sought with a large enough effect; inconclusive = small, poorly fitted or top-dose-only effect, or another doubt; inactive = no such curve, though single readings can be large; an effect the other way counts as inactive or inconclusive. Some of the compounds tested (hit frequency here may not be typical).

Screens in order – BRCT inh green, Casp1 inh, USP2a inh, Rhodamine fluor, ALOX15 inhib, Pol III holo inh, HADH2 inhib, HEK293 cAMP ctrl, Caspase-7 inhib, Tau filament bind, BRCT inh red
> Cc1occc1C(=O)Nc1ccccc1NC(=O)c1ccoc1C
    -2.2%, 0%, 29%, i, -14%, -1%, -29%, 4%, -6%, -6%, 0.0%
> O=C(OCc1nnc(-c2ccccc2)o1)c1cn(-c2ccccc2)nc1-c1ccccc1
    4.0%, -4%, 36%[activator], i, -17%, 1%, 5%, 16%, 0%, 29%, -1.0%
> CCCN1CCN(c2nc3c([nH]2)c(=N)ncn3CC(O)CO)CC1 (stereo not drawn)
    -2.8%, 1%, 1%, i, 8%, 0%, -8%, 3%, 0%, -4%, 0.4%
> Cc1cc(C)nc(NS(=O)(=O)c2ccc(-n3cccc3)cc2)n1
    7.1%, 0%, 8%, i, -17%, 0%, -30%, -1%, -2%, 13%, -1.7%
> CN(C)CC(=O)c1ccc(-c2ccccc2)cc1
    1.9%, -1%, 37%[activator], nt, -26%, -1%, -1%, 15%, -2%, 25µM*, 0.3%
> Cc1cc(Cl)c(S(=O)(=O)NCCC(=O)O)cc1OCC(N)=O
    -2.2%, 0%, -2%, i, -10%, -6%, 0%, -2%, 0%, -5%, -3.1%
> COC(=O)NC(c1ccco1)C(C(C)=O)C(=O)OC (stereo not drawn)
    0.3%[15.4 µM], -3%[11.5 µM], nt, nt, 14%[11.4 µM], nt, -6%[11.4 µM], 15%[11.4 µM], -1%[11.5 µM], nt, 1.2%[15.4 µM]
> C=C(C)CSc1nc2c(cc1C#N)CCC2
    1.1%, -1%, -10%, nt, -18%, 0%, -10%, 17%, 0%, 2%, 0.9%
> COc1ccc(CN2CC(C(=O)NCCCN3CCN(C)CC3)CC2=O)cc1 (stereo not drawn)
    -1.0%, -1%, -4%, i, -1%, 2%, 7%, -2%, 0%, 7%, 0.2%
> c1cc2c3c(cccc3c1)NC1(CCCCCC1)N2
    0.0%, -13%, -14%, i, -7%, -20%, ?, -4%, -24%, 2.5µM*, -1.2%
> CCOC(=O)N1CCN(S(=O)(=O)c2ccc(OCC)c3ccccc23)CC1
    1.8%, 0%, 3%, i, -1%, 0%, -13%, ?, -1%, -12%, -1.3%
> N#CC1=C2SCN(c3ccccc3)CN2C(=O)CC1c1c(Cl)cccc1Cl (stereo not drawn)
    -1.1%, -2%, nt, nt, 3.2µM*, -5%, 1µM*, 1%, -2%, -12%, -1.1%
> CN(C)C=Nc1ncc2c([nH]c3ccccc32)c1C#N
    -2.7%, -4%, -5%, i, ?, -6%, ?, 8%, 0%, -6%, 0.7%
> O=C(Nc1ccccc1)C1=C(O)CC(c2ccco2)CC1=Nc1ccccc1 (stereo not drawn)
    3.1%, -5%, 31%[activator], i, 3.2µM*, -12%, 25µM*, 17%, -9%, ?, -3.4%
> CCN1C=C(Cc2cccs2)C2=C(C1)C(c1cccs1)C(C#N)=C(N)O2 (stereo not drawn)
    19%, -15%, 52%[activator], i, 10µM*, 0%, 25µM*, ?, -26%, 4µM*, 0.1%

The list goes on:
Screens in order – BRCT inh green, Casp1 inh, USP2a inh, Rhodamine fluor, ALOX15 inhib, Pol III holo inh, HADH2 inhib, HEK293 cAMP ctrl, Caspase-7 inhib, Tau filament bind, BRCT inh red
> O=C(O)C1NCCc2ccccc21 (stereo not drawn)
    -1.9%, -5%, nt, i, 18%, 2%, 5%, 13%, -3%, -15%, 0.8%
> Cc1cc(C)cc(O)c1
    -4.6%, -2%, nt, nt, 2%, -7%, -2%, 19%, -1%, 4%, -1.5%
> Cc1occc1C(=O)N1CCN(C(c2ccccc2)c2ccccc2)CC1
    0.8%, -2%, 7%, i, -6%, 2%, 2%, 19%, -1%, -5%, 0.3%
> CC(C)[C@@H]1NC(=O)N(c2ccc(Oc3ccccc3)cc2)C1=O
    0.3%, -1%, 6%, i, -2%, 3%, 0%, -17%, 0%, -1%, -3.2%
> COc1ccc(S(=O)(=O)Nc2nc(C(F)(F)F)cs2)cc1
    -2.6%, 1%, -2%, i, -5%, 0%, 0%, 0%, -2%, -4%, 2.3%
> O=C(O)c1cc(Cl)c2ccccc2c1O
    -1.5%, -2%, -5%, i, -10%, 0%, 25µM*, 19%, 0%, -4%, 0.1%
> CCOc1ccc(NC(=O)CSc2nnc(C3CC3)n2N)cc1
    -5.2%, 2%, 6%, i, -6%, ?, -9%, -1%, 1%, -14%, -3.3%
> O=C(NCc1ccco1)c1cc(-c2ccccc2)on1
    0.6%, 1%, 1%, i, 1%, -4%, -1%, 1%, 0%, 0%, 0.5%
> CCN(CC)c1ccc(NS(=O)(=O)c2ccc3c(c2)oc(=O)n3C)c(C)c1
    0.6%, -2%, nt, nt, 20µM*, -12%, ?, 3%, -3%, -19%, 0.4%
> CSc1ncccc1C(=O)OCC(=O)Nc1cc(C(F)(F)F)ccc1N1CCOCC1
    -0.8%, 0%, 0%, i, -11%, -1%, 3%, ?, -4%, 2%, 1.7%
> COc1ccc(Cc2nc(-c3ccccc3)no2)cc1
    -2.3%, 1%, 4%, i, -5%, -6%, -2%, -1%, 0%, 4%, -1.4%
> COCC(C)n1c(C)cc(C(=O)Cn2c(=O)oc3ccccc32)c1C (stereo not drawn)
    0.4%, -1%, 2%, i, -30%, -3%, -2%, 12%, 0%, 7%, 0.9%
> CC1CCCCN1C(=O)c1ccccc1NC(=O)c1ccco1 (stereo not drawn)
    -2.0%, 1%, 1%, i, 4%, -6%, 2%, 9%, 0%, 0%, -0.4%
> CCS(=O)(=O)N1CCN(Cc2nc3ccccc3c(=O)[nH]2)CC1
    -0.5%, 0%, -8%, i, 6%, 1%, 1%, -3%, 6%, 7%, -1.1%
> COc1cc(OC)cc(-c2cc3nc(C)c(CCC(=O)O)c(C)n3n2)c1
    2.3%, -2%, nt, nt, -1%, -4%, -15%, -11%, 1%, 12%, -6.6%

Next structures
Screens in order – BRCT inh green, Casp1 inh, USP2a inh, Rhodamine fluor, ALOX15 inhib, Pol III holo inh, HADH2 inhib, HEK293 cAMP ctrl, Caspase-7 inhib, Tau filament bind, BRCT inh red
> NC(=O)c1ccsc1NC(=O)c1nc(-c2ccccc2)n(-c2ccccc2)n1
    9.6%, -5%, 36%[activator], i, 0%, -9%, 123%[activator], -9%, -3%, 59%, -2.0%
> O=C(CN(CC1CCCO1)C(=O)CCC(=O)Nc1ccccn1)NCC1CCCO1 (stereo not drawn)
    -1.3%, 2%, 2%, i, 7%, ?, 14%, 4%, -1%, -12%, 1.1%
> CCOC(=O)c1c(C)c(C(=O)NC2CCCCC2)c(C)n1CC
    -1.1%, 2%, 10%, i, 4%, 2%, 11%, 21%, 0%, -6%, 0.0%
> C[C@@H](C(=O)NCC1CC1)[C@H]1C[C@]1(C)[C@H](NC(=O)OCc1ccccc1)c1ccccc1
    -8.0%, -2%, nt, nt, nt, 7%, 1%, 10µM*, 1%, 0%, -1.0%

Exported in markdown: eight of the compounds above
| smiles | BRCT inh green | Casp1 inh | USP2a inh | Rhodamine fluor | ALOX15 inhib | Pol III holo inh | HADH2 inhib | HEK293 cAMP ctrl | Caspase-7 inhib | Tau filament bind | BRCT inh red |
| --- | --- | --- | --- | --- | --- | --- | --- | --- | --- | --- | --- |
| CCN(CC)c1ccc(NS(=O)(=O)c2ccc3c(c2)oc(=O)n3C)c(C)c1 | 0.6% | -2% | nt | nt | 20µM* | -12% | ? | 3% | -3% | -19% | 0.4% |
| CSc1ncccc1C(=O)OCC(=O)Nc1cc(C(F)(F)F)ccc1N1CCOCC1 | -0.8% | 0% | 0% | i | -11% | -1% | 3% | ? | -4% | 2% | 1.7% |
| COc1ccc(Cc2nc(-c3ccccc3)no2)cc1 | -2.3% | 1% | 4% | i | -5% | -6% | -2% | -1% | 0% | 4% | -1.4% |
| COCC(C)n1c(C)cc(C(=O)Cn2c(=O)oc3ccccc32)c1C (stereo not drawn) | 0.4% | -1% | 2% | i | -30% | -3% | -2% | 12% | 0% | 7% | 0.9% |
| CC1CCCCN1C(=O)c1ccccc1NC(=O)c1ccco1 (stereo not drawn) | -2.0% | 1% | 1% | i | 4% | -6% | 2% | 9% | 0% | 0% | -0.4% |
| CCS(=O)(=O)N1CCN(Cc2nc3ccccc3c(=O)[nH]2)CC1 | -0.5% | 0% | -8% | i | 6% | 1% | 1% | -3% | 6% | 7% | -1.1% |
| COc1cc(OC)cc(-c2cc3nc(C)c(CCC(=O)O)c(C)n3n2)c1 | 2.3% | -2% | nt | nt | -1% | -4% | -15% | -11% | 1% | 12% | -6.6% |
| NC(=O)c1ccsc1NC(=O)c1nc(-c2ccccc2)n(-c2ccccc2)n1 | 9.6% | -5% | 36%[activator] | i | 0% | -9% | 123%[activator] | -9% | -3% | 59% | -2.0% |
